Assay outcomes as filed in PubChem.
Mtb RmlCD inh – M. tuberculosis RmlC/RmlD coupled enzyme inhibitors, primary screen, biochemical, compound mixtures, 384-well, from 1536-well plates. 0.03% of 160,000 active. dTDP-4-dehydrorhamnose reductase (Mycobacterium tuberculosis (strain ATCC 25618 / H37Rv)) …. RmlC+RmlD coupled enzyme assay, percent inhibition; primary screen in compound mixtures. AID 1533, 2009. inhibition, % at 3.6 µM; in the data active = inhibition mostly above about 34%, no sharp cut-off; also: some results filed as inactive read as strong as hits
Target sequence (P9WH09 whole entry, looked up): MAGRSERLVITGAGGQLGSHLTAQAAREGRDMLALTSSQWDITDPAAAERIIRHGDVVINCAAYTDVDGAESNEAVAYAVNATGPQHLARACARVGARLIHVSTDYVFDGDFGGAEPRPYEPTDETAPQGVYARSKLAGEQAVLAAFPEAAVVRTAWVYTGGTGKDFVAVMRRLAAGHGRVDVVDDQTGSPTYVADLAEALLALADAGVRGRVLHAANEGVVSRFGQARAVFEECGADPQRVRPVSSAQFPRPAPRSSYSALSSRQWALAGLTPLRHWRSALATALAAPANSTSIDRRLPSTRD
Target sequence (P9WH11 whole entry, looked up): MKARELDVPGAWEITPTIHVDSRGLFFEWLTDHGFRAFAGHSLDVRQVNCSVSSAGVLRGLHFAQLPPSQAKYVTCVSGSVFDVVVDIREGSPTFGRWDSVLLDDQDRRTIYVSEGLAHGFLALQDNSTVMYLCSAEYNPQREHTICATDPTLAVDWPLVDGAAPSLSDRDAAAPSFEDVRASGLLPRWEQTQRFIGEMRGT
M. tuberculosis GlmU – inhibition of mycobacterial GlmU enzyme – biochemical, glucosamine-1-phosphate acetyltransferase (AID 1376); M. tuberculosis GlmU acetyltransferase enzyme assay; higher % means a stronger effect; one-dose inhibition, %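 (tested at 30 µM in the primary screen)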; IC50 in µM for titrated hits; 0.25% of 220,000 active; in the data active = inhibition above about 13%;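 also: 0% = complete reaction with vehicle and 100% = reaction without substrate; strong numbers were not always called active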
* = called active by the depositor. Not all compounds are listed (hit frequency here may not be typical).

How did O=C(Nc1ccc(F)cc1F)c1csc(-c2ccncc2)n1 do in these assays?
Mtb RmlCD inh: 13; M. tuberculosis GlmU: -2.7%

What do the screens show for `CCOc1[nH]n(-c2ccccc2)c(=O)c1C=Nc1ccc(Cl)cc1`?
Mtb RmlCD inh: 6; M. tuberculosis GlmU: -1.4%

How did COc1cc([N+](=O)[O-])ccc1NC(=O)CC(C)C do in these assays?
Mtb RmlCD inh: -2; M. tuberculosis GlmU: 0.8%

Results for CC(=O)Nc1ccc(S(=O)(=O)N2CCN(Cc3ccccc3[N+](=O)[O-])CC2)cc1 ?
Mtb RmlCD inh: -11; M. tuberculosis GlmU: 4.4%

What do the screens show for `C=CCSc1nc(N)c2c(C)c(C)sc2n1`?
Mtb RmlCD inh: 101; M. tuberculosis GlmU: 4.4%

What do the screens show for `COc1ccc(OC)c(C(=O)c2coc3ccc(OC(C)=O)cc23)c1`?
Mtb RmlCD inh: 9; M. tuberculosis GlmU: -4.2%

Results for O=C(CSc1nnnn1-c1ccc2c(c1)OCO2)NCc1cccs1 ?
M. tuberculosis GlmU: -4.8%

What do the screens show for `CC(C)(C)NC(=O)C1CCC(CNc2c(N3CCCCC3)c(=O)c2=O)CC1` (stereo unspecified)?
Mtb RmlCD inh: -8; M. tuberculosis GlmU: 0.2%

Results for CCOC(=O)N1CCC(n2c(SCC(=O)NCCc3ccc(S(N)(=O)=O)cc3)nc3ccccc3c2=O)CC1 ?
Mtb RmlCD inh: 6; M. tuberculosis GlmU: -2.6%

How did COc1ccc(-c2c(C)n([O-])c(C)c(C)[n+]2=O)cc1 do in these assays?
Mtb RmlCD inh: -10; M. tuberculosis GlmU: 4.9%

Reprinted at random: 6 records from the list, in no set order.
Results for CC(=O)Nc1ccc(S(=O)(=O)N2CCN(Cc3ccccc3[N+](=O)[O-])CC2)cc1 ?
Mtb RmlCD inh: -11; M. tuberculosis GlmU: 4.4%

What do the screens show for `C=CCSc1nc(N)c2c(C)c(C)sc2n1`?
Mtb RmlCD inh: 101; M. tuberculosis GlmU: 4.4%

How did O=C(Nc1ccc(F)cc1F)c1csc(-c2ccncc2)n1 do in these assays?
Mtb RmlCD inh: 13; M. tuberculosis GlmU: -2.7%

What do the screens show for `CC(C)(C)NC(=O)C1CCC(CNc2c(N3CCCCC3)c(=O)c2=O)CC1` (stereo unspecified)?
Mtb RmlCD inh: -8; M. tuberculosis GlmU: 0.2%

What do the screens show for `CCOc1[nH]n(-c2ccccc2)c(=O)c1C=Nc1ccc(Cl)cc1`?
Mtb RmlCD inh: 6; M. tuberculosis GlmU: -1.4%

How did COc1cc([N+](=O)[O-])ccc1NC(=O)CC(C)C do in these assays?
Mtb RmlCD inh: -2; M. tuberculosis GlmU: 0.8%

More records:
What do the screens show for `CCn1c(CCNC(=O)c2ccc(Cl)c(Cl)c2)nnc1SCCOc1ccc(OC)cc1`?
M. tuberculosis GlmU: -1.1%

How did O=c1cc(N2CCc3ccccc32)[nH]c(=O)n1-c1ccccc1 do in these assays?
M. tuberculosis GlmU: -4.2%

What do the screens show for `Cc1ccc(-n2c(CCc3ccccc3)nnc2SCC(=O)NCc2ccccc2)cc1C`?
Mtb RmlCD inh: -4; M. tuberculosis GlmU: 0.9%

Results for CN(C)S(=O)(=O)c1ccc(C(=O)Nc2ccc(F)cc2F)cc1 ?
M. tuberculosis GlmU: 3.5%

Results for CC(C)OC(=O)CSc1nnc(CNc2nc(-c3ccccc3)cs2)n1C ?
Mtb RmlCD inh: 3; M. tuberculosis GlmU: 7.7%

How did Cc1ccc(-n2cc(CN(C)Cc3nccn3C)c(-c3ccc(F)cc3)n2)cc1 do in these assays?
Mtb RmlCD inh: 13; M. tuberculosis GlmU: 1.0%

Results for Cc1ccc(NC(=O)c2c(C)nc(Nc3nc4ccccc4o3)nc2C)cc1 ?
Mtb RmlCD inh: 0; M. tuberculosis GlmU: -4.7%

How did COc1ccccc1CNC(=O)c1c(N)n(CCCN2CCOCC2)c2nc3ccccc3nc12 do in these assays?
Mtb RmlCD inh: 14

What do the screens show for `O=C1Nc2ccccc2N=C(c2ccccc2)c2ccccc21`?
Mtb RmlCD inh: 16; M. tuberculosis GlmU: 7.9%

Results for Cc1cc(N=Cc2cc(Cl)ccc2O)no1 ?
M. tuberculosis GlmU: 1.9%

What do the screens show for `CCOc1cc(CNC2CCCC2)cc(Cl)c1OCc1ccc(F)cc1`?
M. tuberculosis GlmU: -7.2%

How did CCCCNC(=O)c1cc2c(=O)n3cccc(C)c3nc2n(Cc2ccncc2)c1=N do in these assays?
M. tuberculosis GlmU: 0.8%

What do the screens show for `CCN1C(=O)C(c2ccc(O)cc2)(c2ccc(O)cc2)c2ccccc21`?
Mtb RmlCD inh: -11; M. tuberculosis GlmU: 11%

Results for O=C(NCc1ccco1)c1cccc(NS(=O)(=O)c2ccccc2F)c1 ?
Mtb RmlCD inh: -15; M. tuberculosis GlmU: -3.8%

How did CCn1c(SCc2nc3ccccc3c(=O)[nH]2)nnc1-c1cccnc1 do in these assays?
M. tuberculosis GlmU: 1.9%

How did Cc1ccnc2nc(C(=O)Nc3ccc(N4CCOCC4)cc3)nn12 do in these assays?
Mtb RmlCD inh: 13; M. tuberculosis GlmU: 0.9%

Results for CC1=CC(C)(C)N(C(=O)CCl)c2cc(C)ccc21 ?
Mtb RmlCD inh: -11; M. tuberculosis GlmU: 2.8%

What do the screens show for `COCCNC(=O)c1ccccc1NC(=O)C1COc2ccccc2O1` (stereo unspecified)?
M. tuberculosis GlmU: -0.9%

Results for O=C(c1ccccc1)c1cn[nH]c1-c1ccccc1O ?
M. tuberculosis GlmU: -0.4%

How did CN(CCN1CCc2ccccc2C1)Cc1nc(-c2ccc3c(c2)OCO3)no1 do in these assays?
Mtb RmlCD inh: -5; M. tuberculosis GlmU: -1.3%

What do the screens show for `COc1ccc(OC)c(NC(=O)c2nnn(CCc3ccccc3)c2N)c1`?
Mtb RmlCD inh: 10; M. tuberculosis GlmU: 3.4%

What do the screens show for `CCCNC(=O)c1ccc(-c2nc3ccccc3s2)s1`?
Mtb RmlCD inh: -3

What do the screens show for `CCOc1ncccc1C(=O)OCC(=O)Nc1ncc(C(F)(F)F)cc1Cl`?
M. tuberculosis GlmU: 10%

How did Cc1cc(C)c(S(=O)(=O)N2CCOCC2)cc1NS(=O)(=O)c1cc(OCC(N)=O)c(C)cc1Cl do in these assays?
Mtb RmlCD inh: 0; M. tuberculosis GlmU: 0.4%

Results for O=c1c2c3nc4ccccc4nc3n(/N=C/c3ccncc3)c2ncn1-c1ccccc1 ?
Mtb RmlCD inh: -1; M. tuberculosis GlmU: 7.9%

How did COc1ccc(C2=[N+](C)CCn3cccc32)c(OC)c1 do in these assays?
Mtb RmlCD inh: 11; M. tuberculosis GlmU: -3.6%

How did COc1ccc2c(c1)C(c1cccs1)=NNC(c1ccncc1)=N2 do in these assays?
M. tuberculosis GlmU: 0.8%

How did c1cc2c(cc1C1CCCCC1)c1c3n2CCCNC3CCC1 (stereo unspecified) do in these assays?
Mtb RmlCD inh: -6; M. tuberculosis GlmU: -1.4%

What do the screens show for `Cc1ccccc1C1=NC(C(F)(F)F)(C(F)(F)F)c2c(n(-c3ccc(F)cc3)c(=O)[nH]c2=O)N1`?
Mtb RmlCD inh: 16; M. tuberculosis GlmU: 0.8%

What do the screens show for `COc1ccc(OC)c(S(=O)(=O)Nc2ccccc2C(F)(F)F)c1`?
M. tuberculosis GlmU: -1.4%

What do the screens show for `CN(CC1COc2ccccc2O1)c1nc(-c2cccnc2)nc2ccccc12` (stereo unspecified)?
M. tuberculosis GlmU: 7.8%

What do the screens show for `COc1ccccc1N1CN(Cc2ccccc2)CNC1=S`?
Mtb RmlCD inh: -7; M. tuberculosis GlmU: 1.9%

How did O=C(NCC1COc2ccccc2O1)c1cc2ccccc2o1 (stereo unspecified) do in these assays?
M. tuberculosis GlmU: 5.2%

Results for COc1ccc(/C=C/C(=O)C2(O)CCCCC2)cc1OC ?
M. tuberculosis GlmU: -2.2%

What do the screens show for `Cc1ccc(C(C)C)c(OCCN(C)C)c1`?
M. tuberculosis GlmU: -2.4%

How did Cc1ccc(C)c(OCC(=O)O/N=C(\N)c2cccnc2)c1 do in these assays?
Mtb RmlCD inh: 8; M. tuberculosis GlmU: -4.0%

What do the screens show for `CN1CCN(CCCNC(=O)Cn2ncc3c4ccccc4n(C)c3c2=O)CC1`?
Mtb RmlCD inh: -8; M. tuberculosis GlmU: 5.9%

What do the screens show for `CCC(=O)N(C)CCc1cc2c(c(OC)c1/C=N/NC(=O)c1ccccc1O)OCO2`?
Mtb RmlCD inh: 3; M. tuberculosis GlmU: 1.7%

Results for O=C(NCCN1CCN(Cc2ccccc2)CC1)c1cc2c(=O)[nH]c3ccccc3c2s1 ?
M. tuberculosis GlmU: 2.6%

How did CN(C)c1ccc(NC(=S)N(CCc2ccccc2)C2CC(=O)N(c3c(Cl)cccc3Cl)C2=O)cc1 (stereo unspecified) do in these assays?
Mtb RmlCD inh: 2; M. tuberculosis GlmU: 8.2%

What do the screens show for `CSCCC(NC(=O)OC(C)(C)C)C(=O)Oc1ccc2c(=O)c(-c3ccc4c(c3)OCCO4)coc2c1` (stereo unspecified)?
Mtb RmlCD inh: 1; M. tuberculosis GlmU: -2.2%

Results for COc1ccc(NC(=O)N2CCC(c3ccccc3)C2)c(OC)c1 (stereo unspecified) ?
Mtb RmlCD inh: 11; M. tuberculosis GlmU: -2.3%

How did Cn1cc(CN2CCC(C(O)c3cccs3)CC2)c(-c2cccc(Cl)c2)n1 (stereo unspecified) do in these assays?
Mtb RmlCD inh: 8; M. tuberculosis GlmU: 2.2%

Results for COc1ccccc1-n1c(N)c(C(N)=O)sc1=S ?
M. tuberculosis GlmU: -5.3%

What do the screens show for `Cc1nn(-c2ccccc2)c2sc(C(=O)NNC(=O)COc3ccccc3)cc12`?
Mtb RmlCD inh: 9; M. tuberculosis GlmU: -3.6%

What do the screens show for `COc1ccc(OC)c(NC(=O)CC(NCCC2=CCCCC2)C(=O)O)c1` (stereo unspecified)?
Mtb RmlCD inh: -1; M. tuberculosis GlmU: 2.6%

How did CCn1c(COc2ccc(C)cc2)nnc1SCC(=O)NCc1ccco1 do in these assays?
Mtb RmlCD inh: 9; M. tuberculosis GlmU: -0.3%

What do the screens show for `CCn1c(SCC(=O)NCC(=O)Nc2ccc(F)cc2)nnc1-c1ccncc1`?
Mtb RmlCD inh: 12; M. tuberculosis GlmU: 1.1%

What do the screens show for `CCOC(=O)Cn1nc(C)n(-c2cccc(Cl)c2)c1=O`?
Mtb RmlCD inh: -11; M. tuberculosis GlmU: 3.3%

What do the screens show for `CCCCCc1n[nH]c2c1CCCC2`?
Mtb RmlCD inh: 15; M. tuberculosis GlmU: 1.4%

Results for CCOP(=O)(C#CC(C)(C)C)C1(O)CCCCC1 (stereo unspecified) ?
Mtb RmlCD inh: 0; M. tuberculosis GlmU: 7.0%

Results for CCOC(=O)COc1ccc(Br)cc1/C=C/c1[nH]c(=O)[nH]c(=O)c1[N+](=O)[O-] ?
Mtb RmlCD inh: 3; M. tuberculosis GlmU: -1.7%

What do the screens show for `CC(C)OCCCN1C=C2C(=O)C(C)(OC(=O)CCc3ccccc3)C(=O)C=C2C=C1c1ccc(C#N)cc1` (stereo unspecified)?
M. tuberculosis GlmU: 2.7%

How did CCOc1ccc2[nH]c(=O)c(CN(Cc3ccco3)C(=O)c3cccc(F)c3)cc2c1 do in these assays?
Mtb RmlCD inh: 21; M. tuberculosis GlmU: 2.9%

What do the screens show for `O=C(Oc1ccccc1N1C(=O)C2CC=CCC2C1=O)c1ccc(Br)cc1` (stereo unspecified)?
Mtb RmlCD inh: 1; M. tuberculosis GlmU: -1.4%

Results for COc1ccc2[nH]c3c(=O)n(Cc4ccc(C(=O)N5CCCC5)cc4)c(=S)[nH]c3c2c1 ?
Mtb RmlCD inh: 7; M. tuberculosis GlmU: -2.4%

How did O=c1[nH]c(N/N=C/c2ccccc2Br)nnc1-c1ccccc1 do in these assays?
Mtb RmlCD inh: -9; M. tuberculosis GlmU: 6.4%

What do the screens show for `CS(=O)Cc1cc(Oc2ccccc2)nc(-c2ccncc2)n1` (stereo unspecified)?
Mtb RmlCD inh: 8

Results for Cc1nc(C(=O)NC2CCOCC2)sc1C1(C)CC(c2cccc([N+](=O)[O-])c2)=NO1 (stereo unspecified) ?
M. tuberculosis GlmU: 1.7%

Results for CCOC(=O)c1ccc(NC(=O)c2nc[nH]c2C(=O)N2CCN(c3ccccc3)CC2)cc1 ?
M. tuberculosis GlmU: -1.9%

How did CCOC(=O)c1cc(C(C)=O)c(=O)[nH]c1C do in these assays?
Mtb RmlCD inh: -11; M. tuberculosis GlmU: -2.8%

Results for Cc1ccc(-n2c(Cc3cccn3C)nnc2SCC(=O)Nc2ccc3c(c2)OCO3)cc1 ?
Mtb RmlCD inh: -8; M. tuberculosis GlmU: -4.7%

What do the screens show for `Cc1c(C(=O)NCCc2ccc(S(N)(=O)=O)cc2)cccc1[N+](=O)[O-]`?
Mtb RmlCD inh: -13; M. tuberculosis GlmU: 7.0%

What do the screens show for `COc1ccccc1-c1nnc(SCc2ccccn2)n1C`?
Mtb RmlCD inh: 12; M. tuberculosis GlmU: 4.5%

Results for Fc1ccc(C2CCCN2Cc2nc(-c3cnccn3)no2)cc1 (stereo unspecified) ?
Mtb RmlCD inh: 4; M. tuberculosis GlmU: 0.6%

How did CCOC(=O)c1c(C)[nH]c2cc(Br)c(O)cc12 do in these assays?
M. tuberculosis GlmU: 3.3%

How did CNC(=O)CSc1nnc(COc2ccc(Cl)cc2)n1CCOC do in these assays?
Mtb RmlCD inh: 11; M. tuberculosis GlmU: 0.8%

What do the screens show for `CCn1c(O)c(/C=N/N=C/c2ccc(OC)cc2)c2cc(C3=NNC(=O)CC3)ccc21`?
Mtb RmlCD inh: -8; M. tuberculosis GlmU: -2.1%

What do the screens show for `COCCNC(=O)NC12CC3(C)CC(C)(CC(C)(C3)C1)C2`?
M. tuberculosis GlmU: -1.5%
